Assay outcomes (PubChem)
HepG2 viability – counter-screen for TGF-b inhibitors: cytotoxicity in HepG2 cells | HepG2 CAGA-GFP viability, ATP luminescence, 18 h | Potency, µM (highest dose often 46.1 µM), for the others: top-dose activity change, negative = cytotoxicity, usual class: cytotoxic | 410,000 compounds, 0.76% hits | AID 588856; note: potency is the fitted concentration of half-maximal effect; some results filed as inactive show a strong effect at the top dose
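HepG2 CAGA-GFP cells (1000/well, DMEM with 1% FBS) received compound, then TGF-beta at 500 pg/mL final, and were incubated 18 hours at 37 degrees C. Viability was read by CellTiter-Glo luminescence. Media-only wells were set as complete cell-killing and DMSO as no toxicity.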
ATXN2 expr inh – reduces ATXN2 reporter expression in HEK-293 cells. Potency, µM (series often up to 57 µM), without a hit: at the top dose activity change, negative = inhibition, actives largely listed as inhibitors. HEK-293 ATXN2-luciferase reporter, luminescence, 24 h. 360,000 compounds, 0.72% hits; note: potency is the fitted concentration of half-maximal effect; % is set by controls: 0 for no effect and ±100 for the full control effect; nearly all actives have a fitted effect of over 55% in size
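qHTS (up to 57 uM final) was run with 24 h compound exposure of reporter cells at 37 °C. Each well was multiplexed: SteadyGlo luminescence measured ATXN2-luciferase expression after a fluorogenic Gly-Phe-AFC viability readout (25 uM final).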
HT1080 IDH1KD tx – kills HT-1080 cells with IDH1 knockdown; 360,000 compounds, 2% hits; HT-1080 IDH1 knockdown viability, ATP luminescence, 48 h; AID 686971; Potency, µM (series often up to 46.1 µM), inactives show at the highest dose activity, negative = toxicity, most hits filed as cytotoxic;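 note: potency is the fitted concentration of half-maximal effect; 0% = DMSO wells and -100% = cell-free medium wells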
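Assay cells: HT-1080 with IDH1 knockdown, 750 per well, RPMI/5% FBS. Exposure: 48 h at 37 °C following 2 h pre-incubation. Read: CellTiter-Glo luminescence; fitted concentration-response, curve class assigned.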
KB-3-1 tox – KB-3-1 parental cell cytotoxicity; Potency, µM (titrated, usually from 46.1 µM), for the others: at the highest dose activity change, negative = cytotoxic, usual class: cytotoxic; 400,000 compounds, 1.4% hits; KB-3-1 viability, CellTiter-Glo ATP luminescence, 72 h; note: potency is the fitted concentration of half-maximal effect; % is set by controls: 0 for no effect and ±100 for the full control effect; nearly all actives have a fitted effect of over 60% in size
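Using CellTiter-Glo luminescence, growth of non-resistant KB-3-1 adenocarcinoma cells is assessed 72 h after pin-tool compound addition at 37 °C. Normalized responses across the concentration series yield fitted curves.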
SW480 rerep – inducers of DNA re-replication in SW480 colon cancer cells; SW480 DNA re-replication, Hoechst DNA content imaging, 48 h; Potency, µM (series often up to 46.1 µM), inactives show at the highest dose re-replication activation, actives largely listed as activators; 340,000 compounds, 1.8% hits; note: potency is the fitted concentration of half-maximal effect; % of control where 0% means no effect; nearly all actives have a fitted effect of over 55% in size
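First, 250 cells per well were seeded. Next, compound or vehicle (23 nL) was pinned in, plates sat 48 hr at 37 C. Finally Hoechst was added for 40 min before fluorescence scanning.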
MCF10A rerep – DNA re-replication induction in MCF 10a cells; MCF 10A DNA re-replication, Hoechst nuclear intensity, 48 h; Potency, µM (series often up to 46.1 µM), for inactives: at the highest dose activity, positive = re-replication, actives largely listed as activators; 350,000 compounds, 2.9% hits; note: potency is the fitted concentration of half-maximal effect; % of control where 0% means no effect; nearly all actives have a fitted effect of over 50% in size
ATXN viability – viability counter-screen for ATXN expression inhibitors; AID 651635; 400,000 compounds, 0.49% hits; Potency, µM (series often up to 56.7 µM), most hits filed as cytotoxic; S2 cells (HEK-293 line with an ATXN2-luciferase reporter) viability, CellTiter-Fluor protease fluorescence, 24 h; note: potency is the fitted concentration of half-maximal effect; nearly all actives have a fitted effect of over 40% in size
HT1080NT lethal – kills 2HG-producing HT-1080-NT fibrosarcoma cells; HT-1080-NT fibrosarcoma viability, CellTiter-Glo ATP luminescence, 48 h; Potency, µM (series often up to 46.1 µM), for the others: top-dose activity, negative = less viability, most hits filed as cytotoxic; 360,000 compounds, 1.6% hits;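 note: NT is the 2HG producing partner of a matched IDH1 knockdown line; potency is the fitted concentration of half-maximal effect; 0% = DMSO-treated cells and -100% = media-only wells without cells; nearly all actives have a fitted effect of over 55% in size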
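Fibrosarcoma NT cells, 750 per well in 5% FBS RPMI, were exposed to compound for 48 hours. Viability: CellTiter-Glo luminescence.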
IL-1B inflam inh – inflammasome signaling inhibition, IL-1 beta readout; THP-1 LPS/ATP IL-1B secretion, AlphaLISA, 16 h; stronger effect = lower value; activity change, % at 57.5 µM; 360,000 compounds, 4.7% hits; AID 743279; in the data active = activity change below about -50%; inconclusive = mostly about -30% to -49%; note: % is set by controls: 0 for no effect and ±100 for the full control effect
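Secreted IL-1B measured by AlphaLISA bead assay after 16 h compound exposure of THP-1 cells; compounds (final up to 57.5 uM) added 1 h before LPS (250 ng/mL) and ATP (1.25 mM) stimulation; lower signal means less secretion.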
Active calls of the source: *; i = inactive; ? = inconclusive; nt = not tested or not shown; [ ] = another dose, or the depositor's remark. Unless noted, calls come from the whole dose curve; as a rule, active = well fitted curve in the direction sought with a large enough effect; inconclusive = small, poorly fitted or top-dose-only effect, or another doubt; inactive = no such curve, though single readings can be large; an effect the other way counts as inactive or inconclusive. A portion of the library (hit frequency here may not be typical).

SMILES	HepG2 viability	ATXN2 expr inh	HT1080 IDH1KD tx	KB-3-1 tox	SW480 rerep	MCF10A rerep	ATXN viability	HT1080NT lethal	IL-1B inflam inh
CN1CC2=CC(O)CC3Oc4c(O)ccc(c4[C@]23C)C1 (stereo not given in full)	6.9%	9.2%	8.4%	0.0%	1.1%	-2.5%	i	0.5%	1.7
CC1CN=C(NCc2ccccc2)S1 (stereo not given)	7.8%	-7.6%	1.9%	3.7%	-1.6%	0.6%	i	8.3%	-23.8
COc1ccc(CN2CCN(C(=O)COc3ccccc3)CC2)c(OC)c1	-37.1%	-15.5%	nt	?	nt	nt	i	nt	nt
CN1CCN(c2nc3ccccc3c(=O)n2-c2ccccc2)CC1	-21.6%	-10.1%	0.3%	0.4%	-6.4%	2.6%	i	-1.5%	33.3
CN1CCC(OC(=O)c2ccc(Br)cc2)CC1	0.6%	-3.1%	3.6%	4.7%	-4.1%	?	i	0.4%	14.4
CCCN(CC#CCO)CCC	7.7%	-9.4%	21.6%	1.1%	-5.3%	-2.6%	i	17.5%	11.6
COC(=O)C1=C(c2ccccc2OCc2ccccc2)C[C@@H]2CC[C@H]1N2C(=O)NCc1ccc(OC)cc1	0.5%	-27.1%	?	?	4.1%	?	?	-12.8%	-20.2
Cn1c(O)c(/C=N/N2CCOCC2)c(=O)[nH]c1=S	7.3%	-1.8%	5.3%	-3.7%	-2.4%[9.22 µM]	-5.0%	i	14.2%	39.1
CNC(=O)c1cccn(Cc2cccc(C(F)(F)F)c2)c1=O	-19.0%	0.6%	-13.1%	-17.9%	?	4.3%	i	10.0%	92.7
CC(C)(C)n1nnnc1C(CCc1ccccc1)N1CCC2(CC1)C(=O)NCN2c1ccccc1 (stereo not given)	-38.6%	?	?	?	nt	nt	?	?	-60.5*
O=c1[nH]c(=S)n(C2CC2)c(O)c1C=NCCN1CCOCC1	9.9%	-17.6%	15.2%	13.6%	-10.8%	0.3%	i	14.6%	21.7
COc1cccc(C(O)c2nc(-c3ccncc3)cs2)c1 (stereo not given)	-11.4%	-4.0%	-18.5%	-1.4%	nt	nt	i	?	13.3
Cc1cccc(C)c1-n1nnnc1C(C1CC1)N1CCC2(CC1)C(=O)NCN2c1ccccc1 (stereo not given)	-24.6%	?	?	0.1%	nt	nt	nt	?	-27.8
CC(C)CC(N)c1csc(NC(=O)Nc2ccccc2-c2ccccc2)n1 (stereo not given)	-97.4%	-26.9%	-20.9%	-0.1%	nt	nt	25.1µM*	?	?
CCN(CC)CCO	7.1%	0.4%	6.7%	0.0%	-6.0%	-2.1%	i	8.7%	-0.7
COc1ccc(C(C)=O)cc1CC(C(=O)c1ccccc1)N(C)C (stereo not given)	-15.9%	29.2%	-1.6%	-3.9%	8.4%	29.5%	i	-5.2%	6.0
CCC(=O)[C@@H](C)[C@@H](O)[C@H](C)C[C@@H](C)C1OC(=O)C[C@@]2(O)CC=C(C)C(O2)C(C)=CCCC[C@H](O[C@H]2C[C@@H](OC(N)=O)[C@H](O)[C@@H](C)O2)C=C[C@H](C)C[C@H]1C (stereo not given in full)	nt	-54.3%	20.6µM*	0.651µM*	nt	nt	14.1µM*	11.6µM*	-21.5
O=C(O)CCn1cc(C=C2C(=O)NC(=O)NC2=O)c(-c2ccc(Br)cc2)n1	-9.7%	-0.9%	1.8%	0.8%	-3.4%	?	i	-0.6%	7.8
O=C1NC(=S)NC(=O)C1=Cc1cccc2cc3ccccc3cc12	-107.9%	nt	?	?	21.1%	?	i	?	-99.2*
CCn1cc(CN2CCCC(C(=O)c3cccc(OC)c3)C2)c(C)n1 (stereo not given)	-13.7%	-24.9%	0.1%	1.0%	24.3%	1.7%	i	-3.3%	34.7
CCN1CCN(Cc2ccccc2C)CC1	-12.7%	2.8%	-3.1%	0.9%	-1.1%	11.6%	i	-1.0%	11.5
CN(C)C(=O)Oc1cccc2c(OC(=O)N(C)C)cccc12	-4.1%	8.2%	3.8%	16.1%	-3.3%	-5.6%	i	9.7%	-11.9
C[C@@H]1CN([C@H](C)CO)C(=O)c2cc(NC(=O)Nc3ccc(C(F)(F)F)cc3)ccc2O[C@H]1CN(C)S(=O)(=O)c1cccs1	5.1%	-29.9%	?	?	10.7%	-72.4%[inhibitor]	?	?	nt
CC(Cc1ccccc1)[n+]1cc(/N=C(\[O-])Nc2ccccc2)on1 (stereo not given)	-14.0%	12.1%	-9.6%	1.1%	3.0%	0.3%	i	-2.7%	4.6
CN1C(=O)C(=CN2CCN(C(=O)c3ccco3)CC2)C(=O)N(C)C1=S	-6.8%	-15.2%	3.2%	11.1%	-4.9%	1.8%	i	-0.2%	-3.3

3 compounds drawn at random from the list so far, as already listed:
SMILES	HepG2 viability	ATXN2 expr inh	HT1080 IDH1KD tx	KB-3-1 tox	SW480 rerep	MCF10A rerep	ATXN viability	HT1080NT lethal	IL-1B inflam inh
CCCN(CC#CCO)CCC	7.7%	-9.4%	21.6%	1.1%	-5.3%	-2.6%	i	17.5%	11.6
COc1cccc(C(O)c2nc(-c3ccncc3)cs2)c1 (stereo not given)	-11.4%	-4.0%	-18.5%	-1.4%	nt	nt	i	?	13.3
COc1ccc(C(C)=O)cc1CC(C(=O)c1ccccc1)N(C)C (stereo not given)	-15.9%	29.2%	-1.6%	-3.9%	8.4%	29.5%	i	-5.2%	6.0

Carrying on.
SMILES	HepG2 viability	ATXN2 expr inh	HT1080 IDH1KD tx	KB-3-1 tox	SW480 rerep	MCF10A rerep	ATXN viability	HT1080NT lethal	IL-1B inflam inh
O=C(/C=C/c1ccc2c(c1)OCO2)c1c(O)n(CCC2=CCCCC2)c(=O)[nH]c1=O	5.0%	-29.5%	3.2%	?	-0.1%	1.84µM*	i	6.5%	0.4
Cc1ccc(-n2c(O)c(/C=N/c3ncc(Br)cc3Br)c(=O)[nH]c2=O)cc1	3.3%	-28.6%	11.3%	-1.6%	10.0%	13.9%	i	11.0%	6.3
CN(C)C(=O)NC(O)C(Cl)(Cl)Cl (stereo not given)	-0.3%	13.7%	-3.4%	4.5%	7.1%	23.5%	i	3.4%	-20.3
Cc1ccc(S(=O)(=O)N2Cc3ccccc3-n3nncc3C2)cc1	-13.2%	-17.1%	3.1%	1.2%	-1.2%	1.9%	i	10.5%	0.0
COc1cc(CN=Cc2c(O)n(Cc3ccccc3)c(=S)[nH]c2=O)cc(OC)c1	5.1%	-17.4%	-10.4%	2.2%	-9.3%	-3.7%	?	-7.4%	17.8
CCOc1ccc(-c2cc(C)[n+](CCN(CC)CC)c(-c3ccc(OCC)cc3)c2)cc1	-42.1%	nt	5.17µM*	?	12.1%	15.2%	i	8.2µM*	-82.5*
CC(=O)OC1=CC[C@H]2[C@@H]3CC[C@H]4C[C@H](OC(C)=O)[C@@H](OC(C)=O)C[C@]4(C)[C@H]3CC[C@]12C	3.5%	-0.4%	-1.2%	-3.9%	-2.1%	2.2%	i	29.4%	3.9
O=C(COc1ccccc1Cl)N1CCCC(N2CCN(c3ccc(F)cc3)CC2)C1 (stereo not given)	-16.8%	-21.6%	-19.0%	-13.4%	-0.5%	7.2%	i	-1.8%	?
Cc1cccc(C(=O)NC(Oc2ccccc2)C(Cl)(Cl)Cl)c1 (stereo not given)	-8.9%	-20.0%	-22.8%	-12.1%	17.8%	?	i	-20.3%	-19.6
CCOC(=O)CCCCCNC(=O)c1c(O)[nH]c(=O)[nH]c1=O	-7.8%	7.2%	-6.2%	0.0%	-47.8%[inhibitor]	8.5%	i	10.1%	2.7
O=[N+]([O-])c1ccc(N2CCCC2)c2ncccc12	-1.6%	-8.9%[11.3 µM]	6.3%	-13.9%	-10.3%	-3.1%	i	24.9%	-9.2
Cc1ccc(NC(=O)c2cc(S(=O)(=O)N3CCOCC3)c(Cl)cc2Cl)cc1	-28.8%	?	nt	?	nt	nt	?	nt	nt
O=C(c1n[nH]c(=O)c2ccccc12)N1CCC2(CC1)OCCO2	-13.4%	-14.0%	1.6%	1.4%	0.9%	9.6%	i	1.6%	9.5
N/C(=N/[N+](=O)[O-])N1CCN(C(=O)c2ccc(Cl)cc2)CC1	-16.1%	-10.6%	16.1%	-3.8%	?	-11.1%	i	25.3%	-3.7
CC[C@@H](C)[C@H](C(CC(=O)N1CCCC1[C@@H](OC)[C@H](C)C(=O)N[C@H](Cc1ccccc1)c1nccs1)OC)N(C)C(=O)[C@H](NC(=O)[C@@H](C(C)C)N(C)C)C(C)C (stereo not given in full)	-22.3%	8.8%	?	?	0.082µM*	14.7%	?	0.259µM*	41.1
Cc1ccc(C2NC(=S)NC(c3ccc(C)cc3)C23C(=O)NC(=O)NC3=O)cc1 (stereo not given)	-3.1%	4.7%	7.1%	5.8%	-0.2%	4.7%	i	5.6%	-12.1
O=[N+]([O-])c1ccc(NCCCN2CCOCC2)nc1	7.9%	-9.6%	9.7%	8.5%	0.2%	-8.8%	i	7.2%	12.9
CN(C)Cc1ccccc1OC(=O)N(C)C	-0.4%	-3.2%	3.0%[9.24 µM]	-3.6%	-5.3%	0.0%	i	11.5%	7.5
Cc1cccc(NC(=O)Cn2cc(C(=O)c3ccccc3)c3ccccc32)c1C	-14.2%	-15.0%	nt	-14.7%	nt	nt	i	nt	nt
Cc1nc(Cl)sc1C(=O)Nc1ccc2ccccc2c1	19.1%	40.9%[activator]	-2.3%	2.4%	-2.8%	10.5%	i	-7.8%	-7.8
COP(=O)(OC)C(Nc1ccccc1)c1ccccc1 (stereo not given)	16.6%	13.3%	-3.5%	-20.1%	6.1%	10.7%	i	-1.3%	12.6
COc1ccc(OC)c(NC2=NCCCS2)c1	-21.3%	-5.0%	3.0%	-2.2%	0.0%	-2.0%	i	15.6%	-7.2
